Screening data deposited in PubChem by several laboratories.
bIAP inhibitor: blocks bovine intestinal alkaline phosphatase activity | purified bovine IAP, CDP-star luminescence, 30 min | inhibition, % at 20 µM | 190,000 tested, under 10 active | AID 1019;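 active = over 50% inhibition of intestinal alkaline phosphatase at 20 µM in the single-dose screen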
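test system = bovine IAP enzyme | medium = DEA buffer 100 mM, pH 9.8, with MgCl2 1.0 mM, ZnCl2 0.02 mM | detection = luminescence | dosing = single compound dose of 20 µM, 2% DMSO final | incubation = 30 min reaction at room temperature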
TR-FRET SRC-2 ct: TR-FRET artefact, counter-screen to PPARgamma/SRC-2 agonist assay; hits give high values; TR-FRET ratio at 8 µM; 0.4% of 200,000 active; in the data active = TR-FRET ratio above about 2000; note: inactives centre near 1500
ROMK primary: human ROMK K+ channel modulation, primary screen | P48048 | 2% of 130,000 active | Tet-inducible ROMK, thallium flux fluorescence; actives lie on both sides | B-score at 10 µM | AID 1918;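 active = signal ratio slope over the read window, or its plate-corrected B-score, at least 3 SD from the plate mean, either direction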;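 note: B-score of the F/F0 ratio slope over 7 to 12 s after thallium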
Target sequence (P48048 whole entry, looked up): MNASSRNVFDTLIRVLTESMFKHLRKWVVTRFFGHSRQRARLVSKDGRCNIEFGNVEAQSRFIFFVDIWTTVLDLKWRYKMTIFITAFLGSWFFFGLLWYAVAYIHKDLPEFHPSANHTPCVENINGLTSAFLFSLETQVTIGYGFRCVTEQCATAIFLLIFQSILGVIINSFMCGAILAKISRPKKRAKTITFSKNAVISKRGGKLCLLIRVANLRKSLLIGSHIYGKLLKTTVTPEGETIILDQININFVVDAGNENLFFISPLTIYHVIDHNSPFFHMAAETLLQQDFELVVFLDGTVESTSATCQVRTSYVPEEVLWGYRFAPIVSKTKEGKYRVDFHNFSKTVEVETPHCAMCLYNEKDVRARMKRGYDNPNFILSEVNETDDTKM
L major viab: reduces viability of Leishmania major promastigotes. resazurin fluorescence viability. inhibition, % at 10 µM. 9% of 200,000 active. AID 1063; in the data active = inhibition above about 50%;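 note: promastigotes grown with compound for 44 hours at 28 °C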
Redox H2O2 prof: compounds producing H2O2 with reducing agent – biochemical, NIH compound library profiling, artefact control for MLSCN library redox annotation, primary screen; DTT-dependent redox cycling H2O2, phenol red/HRP absorbance; 100% = 100 µM peroxide control, 0% = buffer; activation, % at 10 µM; 0.03% of 200,000 active;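 active = activation of at least 50% relative to the plate's high and low controls in the primary single-dose screen; inactive = activation below 50%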;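 note: compound incubated with DTT at 0.8 mM final as the reducing agent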
TLR4-MyD88 BLA: inhibitors of human TLR4-MyD88 binding. O00206+Q99836. HeLa CL3-4 TLR4/MyD88 BLA complementation, FRET ratio. inhibition, % at 8.4 µM. 0.18% of 200,000 active. AID 861; in the data active = inhibition above about 25%;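 note: 0% = vehicle and 100% = reference inhibitor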
PPARg SRC-2 ag: PPARgamma-driven SRC-2 recruitment agonism; PPARgamma LBD-SRC-2 recruitment, biochemical; activation, % at 8 µM; 0.34% of 200,000 active; in the data active = activation above about 22%;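 note: 0% = vehicle and 100% = reference agonist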
Target sequence (P37231 whole entry, looked up, the tested form may be a part): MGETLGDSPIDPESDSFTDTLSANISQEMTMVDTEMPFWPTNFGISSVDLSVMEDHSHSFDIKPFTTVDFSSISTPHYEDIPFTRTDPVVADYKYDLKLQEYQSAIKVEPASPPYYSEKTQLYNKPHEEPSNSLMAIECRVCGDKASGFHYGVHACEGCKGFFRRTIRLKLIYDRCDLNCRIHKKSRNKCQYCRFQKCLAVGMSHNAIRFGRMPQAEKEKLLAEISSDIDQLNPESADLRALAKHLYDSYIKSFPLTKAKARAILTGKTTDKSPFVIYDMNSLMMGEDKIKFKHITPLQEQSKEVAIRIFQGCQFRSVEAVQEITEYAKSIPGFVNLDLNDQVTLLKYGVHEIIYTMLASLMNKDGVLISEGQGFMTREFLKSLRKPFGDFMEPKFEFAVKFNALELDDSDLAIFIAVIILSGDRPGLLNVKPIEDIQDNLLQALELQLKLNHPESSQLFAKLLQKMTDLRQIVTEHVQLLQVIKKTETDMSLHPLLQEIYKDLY
PPARg SRC1 recr: promotes SRC-1 coactivator recruitment by human PPARgamma; AID 631; PPARgamma-SRC-1 coactivator recruitment biochemical assay; activation, % at 8 µM; P37231; 0.41% of 200,000 active; in the data active = activation above about 19%;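 note: 0% = DMSO and 100% = reference agonist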
bIAP act: increases bovine intestinal alkaline phosphatase activity; activation factor at 20 µM; purified bovine IAP, CDP-star luminescence, 30 min; hits give high values; fold of DMSO-control signal, blank-subtracted; 0.17% of 200,000 active;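 active = activation factor of 2 or more at 20 µM, a signal rise over negative controls twice the positive control's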
PPARg SRC3 recr: PPARgamma-driven SRC-3 recruitment agonism | 0.26% of 200,000 active | biochemical PPARgamma/SRC-3 coactivator recruitment assay | activation, % at 8 µM | P37231; in the data active = activation above about 23%;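 note: 0% = DMSO and 100% = reference agonist; some compounds past the cut are filed as inactive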
S1P3 antagonist: antagonists of human S1P3 receptor | 0.27% of 170,000 active | CHO S1P3 NFAT-BLA reporter, FRET fluorescence, antagonist mode | Q99500 | inhibition, % at 4.98 µM;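 active = inhibition above the plate cutoff, the mean inhibition of test wells on that plate plus 3 SD, cut at about 28% in these data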;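 note: cells challenged with S1P at its EC80 of 0.8 µM; blue over green emission ratio from cleaved BLA substrate after 4 h stimulation; 0% = S1P-stimulated wells and 100% = unstimulated DMSO-only wells; some compounds past the cut are filed as inactive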
* = called active by the depositor; . = no result given. Compounds as they come; 11% or so of the library scored in one or more.

[1] Cc1ccc(Nc2ccc(C(=O)N3CCCC3)cn2)c(C)c1
[2] Cc1cc2nc(N)sc2cc1C
[3] Cc1ccccc1/C(N)=N/O
[4] CC1=N/C(=C\c2ccc3c(c2)OCO3)C(=O)N1c1ccc(C(=O)O)cc1
[5] CCOC(=O)N1CCN(c2c(NCCc3ccc(OC)c(OC)c3)c(=O)c2=O)CC1
[6] CN1CCN(C2=C(Cl)C(=O)N(c3ccc(Cl)cc3)C2=O)CC1
[7] Cc1nc2ccc3nc(NC(=O)c4ccco4)sc3c2s1
[8] Cc1cc2c(c(=O)o1)C(C(C)C)C(C#N)=C(N)O2 (stereo not drawn)
[9] Cc1nnc(NC(=O)CCC(=O)NCc2ccco2)s1
[10] Cc1nc(SCC(=O)N2CCc3ccccc3C2)c2c(C)c(C)sc2n1
compound no.	1	2	3	4	5	6	7	8	9	10
bIAP inhibitor	-3	4	-2	3	1	-8	.	10	-11	-2
TR-FRET SRC-2 ct	1481	1579	1437	1561	1577	1677	1749	1599	1457	1616
ROMK primary	-0.37	1.5	.	1.3	.	.	.	.	0.11	.
L major viab	-5	0	-3	14	-4	-7	2	-6	-4	-4
Redox H2O2 prof	0.7	-0.1	0.7	-0.4	-0.7	-0.5	3.0	-0.4	-0.2	1.7
TLR4-MyD88 BLA	1	-16	7	7	-2	-16	-6	-11	2	3
PPARg SRC-2 ag	-7	11	-2	4	4	8	11	2	4	10
PPARg SRC1 recr	-2	0	-7	-1	10	6	23*	12	0	11
bIAP act	1	1	1	1	1	1.1	.	0.9	1.1	1
PPARg SRC3 recr	-7	2	-3	-4	6	0	19	8	14	-1
S1P3 antagonist	.	.	-14	-5	0	-10	.	-8	-4	.

With a hit mark in PPARg SRC1 recr (from the list above):
nr	structure	bIAP inhibitor	ROMK primary	Redox H2O2 prof	TLR4-MyD88 BLA	PPARg SRC-2 ag	PPARg SRC1 recr	bIAP act	PPARg SRC3 recr	S1P3 antagonist
7	Cc1nc2ccc3nc(NC(=O)c4ccco4)sc3c2s1	.	.	3.0	-6	11	23*	.	19	.

Returning to the listing with the 3 entries that preceded the break.
[8] Cc1cc2c(c(=O)o1)C(C(C)C)C(C#N)=C(N)O2 (stereo not drawn)
[9] Cc1nnc(NC(=O)CCC(=O)NCc2ccco2)s1
[10] Cc1nc(SCC(=O)N2CCc3ccccc3C2)c2c(C)c(C)sc2n1
[11] CCC1CCCCN1CCNC(=O)C1CCN(S(=O)(=O)c2c(C)noc2C)CC1 (stereo not drawn)
[12] Fc1ccccc1NC(=S)N1CCN(Cc2ccc3c(c2)OCO3)CC1
[13] CCC(C(=O)Nc1nccs1)(C(F)(F)F)C(F)(F)F
[14] Cc1ccc(P(=O)(CO)c2ccc(C)cc2)cc1
[15] O=C(COc1ncnc2ccccc12)NCC1CCCO1 (stereo not drawn)
[16] O=C1CSC(=S)N1N1C(=O)c2cccc([N+](=O)[O-])c2C1=O
[17] COC(=O)c1cc(OC)nc2c1c(=O)n(C)c(=O)n2C
[18] Cc1nc(C)n(CC(O)COc2ccc3cc(Br)ccc3c2)n1 (stereo not drawn)
[19] COc1ccc(C(=O)OCC(=O)Nc2cc(C)on2)cc1S(=O)(=O)N1CCOCC1
[20] O=C(Nc1ccon1)c1cccc(S(=O)(=O)N2CCCC2)c1
compound no.	8	9	10	11	12	13	14	15	16	17	18	19	20
bIAP inhibitor	10	-11	-2	-9	0	-11	2	4	49	14	1	1	11
TR-FRET SRC-2 ct	1599	1457	1616	1582	1808	1445	1669	1607	1538	1578	1635	1667	1567
ROMK primary	.	0.11	.	-0.094	0.0016	-0.051	-0.64	1.5	1.2	.	-0.31	.	.
L major viab	-6	-4	-4	77*	12	3	-2	-4	-4	-4	3	-5	-1
Redox H2O2 prof	-0.4	-0.2	1.7	-0.1	-1.8	-0.9	-0.1	-2.1	-0.2	-0.3	-5.2	1.3	2.8
TLR4-MyD88 BLA	-11	2	3	8	11	-7	1	-6	-10	-3	-4	7	2
PPARg SRC-2 ag	2	4	10	11	6	8	10	4	2	2	5	7	4
PPARg SRC1 recr	12	0	11	10	6	4	6	2	0	6	5	-1	-5
bIAP act	0.9	1.1	1	1.1	1	1.1	1	1	0.5	0.9	1	1	0.9
PPARg SRC3 recr	8	14	-1	9	5	-4	10	1	-1	1	2	1	-5
S1P3 antagonist	-8	-4	.	.	-6	.	.	-8	2	-5	-3	.	7

Reprinted at random: four records from the list.
[11] CCC1CCCCN1CCNC(=O)C1CCN(S(=O)(=O)c2c(C)noc2C)CC1 (stereo not drawn)
[15] O=C(COc1ncnc2ccccc12)NCC1CCCO1 (stereo not drawn)
[16] O=C1CSC(=S)N1N1C(=O)c2cccc([N+](=O)[O-])c2C1=O
[18] Cc1nc(C)n(CC(O)COc2ccc3cc(Br)ccc3c2)n1 (stereo not drawn)
compound no.	11	15	16	18
bIAP inhibitor	-9	4	49	1
TR-FRET SRC-2 ct	1582	1607	1538	1635
ROMK primary	-0.094	1.5	1.2	-0.31
L major viab	77*	-4	-4	3
Redox H2O2 prof	-0.1	-2.1	-0.2	-5.2
TLR4-MyD88 BLA	8	-6	-10	-4
PPARg SRC-2 ag	11	4	2	5
PPARg SRC1 recr	10	2	0	5
bIAP act	1.1	1	0.5	1
PPARg SRC3 recr	9	1	-1	2
S1P3 antagonist	.	-8	2	-3

The list continues:
[21] O=C(CS(=O)(=O)c1cn(Cc2ccc(Cl)cc2)c2ccccc12)N1CCOCC1
[22] COCCn1c(SCC(=O)Nc2ccccc2)nc2c1c(=O)[nH]c(=O)n2C
[23] CC(=O)Nc1ccc(C(=O)Cn2c3[n+](c4c(F)c(F)ccc42)CCCCC3)cc1
[24] O=C(O)CC(NC(=O)c1ccccc1NC(=O)c1ccccc1)C(=O)O (stereo not drawn)
[25] O=C(c1cccs1)N1CCCC(c2ccccc2)C1 (stereo not drawn)
[26] CC(=O)Nc1cc(C(=O)N(C)Cc2ccco2)ccc1Sc1ccc(C)cc1
[27] C=CCSc1nnc(-c2cc3c(C(F)(F)F)nn(C)c3s2)n1C
[28] CC(=O)c1cccc(NC(=S)NC(=O)c2ccccc2)c1
[29] Cc1ccc(C)c(OCC(=O)NCCNC(=O)COc2cc(C)ccc2C)c1
[30] NC(=O)CSc1oc(-c2ccc(F)cc2)nc1S(=O)(=O)c1ccccc1
compound no.	21	22	23	24	25	26	27	28	29	30
bIAP inhibitor	-5	8	1	0	12	11	-5	4	3	8
TR-FRET SRC-2 ct	1574	1724	1533	1669	1745	1527	1633	1729	1443	1448
ROMK primary	.	.	0.097	.	.	.	.	0.18	-0.17	-0.0041
L major viab	-4	-7	-5	-5	0	-4	-3	19	1	0
Redox H2O2 prof	-2.5	-0.1	-0.3	3.1	2.6	0.0	1.3	-0.2	-0.3	0.7
TLR4-MyD88 BLA	5	8	0	8	6	5	8	-2	2	-14
PPARg SRC-2 ag	1	1	-6	3	3	8	-4	3	0	16
PPARg SRC1 recr	7	7	0	2	1	4	-1	-1	1	15
bIAP act	1	0.9	1	1	0.9	0.9	1.1	1	1	0.9
PPARg SRC3 recr	2	2	-3	5	0	3	-7	4	19	6
S1P3 antagonist	-12	-1	4	-23	-18	3	.	-12	.	.

[31] O=C1OCc2cccc([N+](=O)[O-])c21
[32] CSc1nsc(/C=C/Nc2cccc(Cl)c2)c1C#N
[33] OCCOCCNc1ncnc2sc(-c3ccccc3)cc12
[34] COc1ccc(N2C(=O)C3C(c4ccc(C(=O)O)cc4)NC(Cc4ccccc4)(C(=O)O)C3C2=O)c([N+](=O)[O-])c1 (stereo not drawn)
[35] CCOC(=O)N1CCN(S(=O)(=O)c2cc(C)c(C)cc2C)CC1
[36] COCCCN1C(=O)C(=O)/C(=C(/O)c2ccc(OC(C)C)cc2)C1c1ccncc1 (stereo not drawn)
[37] CCN1CCCC1CN(Cc1cc2ccc(C)cc2[nH]c1=O)C(=S)Nc1ccccc1OC (stereo not drawn)
[38] CCCCCCCCNC(=O)/C(C#N)=C/c1ccccc1[N+](=O)[O-]
[39] CC1CCCCN1C(=S)NCc1ccco1 (stereo not drawn)
[40] CCOC(=O)c1[nH]c(C)c(C(=O)O)c1C
compound no.	31	32	33	34	35	36	37	38	39	40
bIAP inhibitor	3	8	-18	-10	5	12	18	-6	-1	6
TR-FRET SRC-2 ct	1631	1868	1573	1596	1425	1538	1304	1576	1508	1455
ROMK primary	0.0037	-0.81	-1.8*	0.15	0.15	.	0.69	.	0.6	-0.43
L major viab	4	11	19	-9	0	-12	-5	58*	-3	-24
Redox H2O2 prof	0.0	0.8	0.1	-0.8	2.1	-2.6	-0.1	0.8	-1.7	0.0
TLR4-MyD88 BLA	-9	8	-6	12	18	15	11	-2	6	3
PPARg SRC-2 ag	6	9	9	1	-2	4	0	6	6	2
PPARg SRC1 recr	4	8	-5	2	4	6	-1	-5	2	-2
bIAP act	1	0.9	1.2	1.1	1	0.9	0.8	1.1	1	0.9
PPARg SRC3 recr	4	19	1	3	-4	3	3	3	4	-14
S1P3 antagonist	-31	.	.	-3	11	-46	-12	4	-2	.

[41] CC[n+]1c(C)sc2cc(C)ccc21
[42] CCN(c1ccc(F)cc1)S(=O)(=O)c1ccc2[nH]cc(C(=O)NCCCN3CCOCC3)c(=O)c2c1
[43] Cc1cc(C)cc(N(C(=O)CNC(=O)c2ccco2)C(C(=O)NC2CCCC2)c2cccnc2)c1 (stereo not drawn)
[44] O=C1Nc2c(c(=O)[nH]c(=O)n2-c2ccccc2F)C(C(F)(F)F)(C(F)(F)F)N1
[45] COc1ccc(N2C(=O)CC(NNC(=O)c3ccc(Br)s3)C2=O)cc1 (stereo not drawn)
[46] Cc1ccc(C(=O)NCC(=O)OC(C)C(=O)Nc2ccc(N(C)C)cc2)cc1C (stereo not drawn)
[47] CCOC(=O)/C(C(N)=NC(C)C)=C(\O)c1ccccc1
[48] O=C(Nc1cccc2c1CCCC2)C1CCCN(S(=O)(=O)c2cccc3nonc23)C1 (stereo not drawn)
[49] COc1ccc(N2CCN(C(=O)C3CCN(S(=O)(=O)c4cccs4)CC3)CC2)cc1
[50] COC(=O)N1CCN(c2ccc(C(C)=O)cc2)CC1
[51] O=C(CCn1c(=S)oc2ccccc21)N1CCCCC1
compound no.	41	42	43	44	45	46	47	48	49	50	51
bIAP inhibitor	-14	4	1	10	1	0	13	14	-6	3	-1
TR-FRET SRC-2 ct	1605	1478	1483	1295	1489	1828	1654	1574	1429	1386	1636
ROMK primary	0.93	0.048	.	-0.01	-0.43	-0.17	.	1.5	0.88	.	-0.31
L major viab	-1	-2	-12	-7	-6	-3	2	-2	4	-5	-2
Redox H2O2 prof	-0.1	-1.2	-3.4	0.8	-0.4	-2.3	0.4	0.2	-0.4	2.0	-0.6
TLR4-MyD88 BLA	8	-8	-1	3	-10	6	-14	-11	5	7	7
PPARg SRC-2 ag	8	-2	2	2	-3	14	4	6	-8	-1	1
PPARg SRC1 recr	-6	4	8	-6	4	10	-3	3	-3	2	2
bIAP act	1.1	1	1	0.9	1	1	0.9	0.9	1.1	1	1
PPARg SRC3 recr	10	1	3	3	-4	3	10	1	-4	4	1
S1P3 antagonist	-6	-16	-3	.	14	-7	-10	.	-8	10	-3
